Screening data from PubChem.
dFosB act: activators of mouse delta FosB homodimer; purified delta FosB, TAMRA-CDK5 oligo fluorescence polarization; percent of positive-control signal above neutral wells; activation, % at 25 µM; actives 0.99% (n = 340,000); AID 493131;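 active = mean activation above about 17%, with every replicate also reaching it, limit read from the data, passing the limit was not always enough; inconclusive = only one of the two conditions met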;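 note: fluorescence polarization rise as delta FosB binds a TAMRA Cdk5 AP-1 oligo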
Target sequence (P13346 whole entry, looked up): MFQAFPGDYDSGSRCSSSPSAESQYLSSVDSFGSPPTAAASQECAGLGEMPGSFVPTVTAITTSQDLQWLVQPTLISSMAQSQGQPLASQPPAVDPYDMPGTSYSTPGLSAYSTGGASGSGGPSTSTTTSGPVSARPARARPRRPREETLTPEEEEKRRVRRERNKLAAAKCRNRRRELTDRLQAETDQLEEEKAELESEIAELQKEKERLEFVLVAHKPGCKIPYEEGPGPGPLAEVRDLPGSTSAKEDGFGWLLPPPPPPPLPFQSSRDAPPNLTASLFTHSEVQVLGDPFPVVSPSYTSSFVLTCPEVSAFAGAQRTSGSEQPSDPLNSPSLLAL
RTF Ca sens act: cardiac RTF calcium sensitization; actives 0.24% (n = 340,000); IANBD-labeled TnC RTF fluorescence at EC20 calcium; 0% EC20 calcium, 100% full calcium; AID 493008; P19429+P45379; activation, % at 7.2 µM;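 active = activation above the mean over all tested compounds plus 3 SD, cut at about 30% in these data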;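 note: rise in fluorescence read as greater calcium sensitivity of cardiac thin filaments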
Cardiac RTF inh: cardiac RTF calcium desensitization; IANBD-labeled cardiac RTF, Ca2+ fluorescence; AID 493244; actives 0.12% (n = 340,000); inhibition, % at 7.15 µM; P19429+P45379;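 active = inhibition above the mean inhibition of all tested compounds plus 3 SD, cut at about 17% in these data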;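 note: assay run at fixed EC70 calcium of 1.6 mM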
CDK5 inh: CDK5/p35 (human) kinase inhibition | Q00535+Q15078 | Recombinant CDK5/p35, ADP-Glo luminescence, 60 min | AID 488839 | inhibition, % at 10 µM | actives 0.01% (n = 330,000);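 active = highest replicate inhibition of at least 50% and at least 75% of replicates reaching 50%; inconclusive = only one of the two criteria met; inactive = both criteria failed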;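 note: plate controls were DMSO neutral control for no effect and GW8510 at 10 µM for full effect; many of its hits are not listed in these tables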
Target sequence (Q00535 whole entry, looked up): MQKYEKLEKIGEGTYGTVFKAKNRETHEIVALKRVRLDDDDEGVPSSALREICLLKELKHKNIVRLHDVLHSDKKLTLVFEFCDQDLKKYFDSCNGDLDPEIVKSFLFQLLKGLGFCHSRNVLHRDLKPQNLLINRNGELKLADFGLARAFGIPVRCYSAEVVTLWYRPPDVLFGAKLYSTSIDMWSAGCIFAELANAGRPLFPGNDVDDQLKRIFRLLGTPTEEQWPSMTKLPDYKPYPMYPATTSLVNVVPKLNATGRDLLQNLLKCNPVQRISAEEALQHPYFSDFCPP
Target sequence (Q15078 whole entry, looked up): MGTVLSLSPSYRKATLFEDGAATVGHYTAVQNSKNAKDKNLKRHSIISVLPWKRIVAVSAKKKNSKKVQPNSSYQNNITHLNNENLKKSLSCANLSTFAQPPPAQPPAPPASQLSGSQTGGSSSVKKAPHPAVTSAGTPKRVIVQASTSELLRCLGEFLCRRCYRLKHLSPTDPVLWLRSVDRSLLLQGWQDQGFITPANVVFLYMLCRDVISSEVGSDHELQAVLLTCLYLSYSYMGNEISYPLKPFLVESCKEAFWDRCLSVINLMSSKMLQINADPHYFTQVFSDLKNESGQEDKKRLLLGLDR
Rtt109 HAT inh: blocks Candida albicans Rtt109/Vps75 acetyltransferase activity; actives 0.16% (n = 330,000); inhibition, % at 34.9 µM; Q5AAJ8; purified Rtt109/Vps75, ThioGlo CoA-SH fluorescence, 4 h;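 active = inhibition of at least 50% in every replicate; inconclusive = best replicate reaches 50% inhibition but some replicates fall short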
Keap1-Nrf2 PPI: disrupts human Keap1 binding to Nrf2 peptide | Q14145 | Keap1 Kelch-Nrf2 peptide fluorescence polarization, 1536-well | inhibition, % at 9.4 µM | actives 0.15% (n = 340,000) | AID 504523; in the data active = inhibition above about 12%; inconclusive = no clear call, values can overlap the other calls; inactive = below about 7.3%;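 note: human Keap1 Kelch domain with fluorescein labeled Nrf2 9mer peptide probe; 0% = neutral control wells and 100% = peptide positive control; higher means more block of Keap1 binding to Nrf2 peptide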
PfHsp90 set2: reduces growth (ATP signal) of yeast expressing P. falciparum Hsp90. S. cerevisiae expressing PfHsp90, BacTiter-Glo ATP, 48 h; yeast lacking PDR1 and PDR3 efflux regulators. inhibition, % at 9.4 µM. actives 0.32% (n = 310,000). AID 504621;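 active = every replicate shows inhibition above about 80%, whatever the replicate mean, limit read from the data; inconclusive = mean inhibition reaches the set limit but some replicate falls short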;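 note: 0% = DMSO neutral controls and 100% = 20 µM radicicol positive controls; yeast relying on Plasmodium falciparum Hsp90 in place of its own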
SUMO Mot1 rescue: blocks SUMOylation pathway, rescuing yeast Mot1-301 growth; actives 1% (n = 320,000); AID 2716; growth rescue, % at 18.8 µM; S. cerevisiae Mot1-301 growth rescue, ATP luminescence, 38.5C; percent above DMSO median, 100 means doubled;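 active = every valid replicate shows activation above 250% relative to neutral control wells; inactive = the rest, any valid replicate at or below 250%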;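 note: OY570 slx delta 5 strain wells were the positive control but not used for scaling; some compounds called inactive have numbers as strong as hits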
PvdQ inh: blocks Pseudomonas aeruginosa PvdQ acylase activity; purified PvdQ acylase, fluorescence plate reader; actives 0.063% (n = 340,000); AID 488965; inhibition, % at 10 µM; in the data active = inhibition above about 30%, passing the limit was not always enough; inconclusive = no clear call, values can overlap the other calls;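 note: 0% = vehicle neutral wells and 100% = reference inhibitor wells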
NSD2 HMT inh: inhibitors of human histone methyltransferase NSD2. O96028. NSD2 peptide methylation, AlphaScreen, 120 min. inhibition, % at 12.5 µM. actives 0.54% (n = 310,000). AID 743445; in the data active = inhibition above about 50%
LANA DNA inh: blocks KSHV LANA C-terminal domain binding to DNA; MBP-C-LANA/FAM-LBS DNA binding, fluorescence polarization; inhibition, % at 9 µM; actives 0.078% (n = 340,000); AID 504423;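 active = highest replicate inhibition at or above 60% at 9 µM, even if other replicates fall short; inactive = all replicates below 60% inhibition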;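 note: 0% = neutral control wells and 100% = 4 µM acridine orange control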
* = called active by the depositor; ? = inconclusive; · = not tested or not shown.

SMILES	dFosB act	RTF Ca sens act	Cardiac RTF inh	CDK5 inh	Rtt109 HAT inh	Keap1-Nrf2 PPI	PfHsp90 set2	SUMO Mot1 rescue	PvdQ inh	NSD2 HMT inh	LANA DNA inh
CCC(C)NCC(=O)Nc1cc(S(=O)(=O)N(CC)c2ccccc2)ccc1Cl (centres undefined)	-13.1	1.8	-2.0	0.4	6.8	-0.4	-3.2	-3.4	-14.8	5.4	1.7
O=C(CSc1nc2ccccc2o1)N1CCOCC1	1.9	-1.4	-6.0	1.2	0.3	-0.7	-9.7	-20.4	-12.6	-2.8	0.1
O=C(CN1C(=O)CSc2ccc(S(=O)(=O)N3CCOCC3)cc21)NCCCN1CCOCC1	-6.9	0.5	0.6	-0.2	-2.3	2.1	-5.9	2.4	4.4	-3.0	-0.1
O=C(Nc1ccc2c(c1)C(N1CCOCC1)c1ccccc1-2)C(F)(F)F (centres undefined)	-3.5	4.0	-7.5	0.3	9.2	-3.5	·	·	-7.6	-2.4	2.6
O=C(Nc1cccnc1)c1sc(Nc2ccccc2)nc1-c1ccccc1	-3.0	-9.5	1.6	0.5	-1.7	1.7	-37.2	-12.0	-8.9	-1.7	-0.1
Cc1ccc(C)c(N2CCN(S(=O)(=O)c3cccc4cccnc34)CC2)c1	-13.2	-2.1	-1.3	-1.5	5.4	-2.9	-2.3	0.9	-7.8	-6.5	0.7
CCOC(=O)c1c(NC(=S)NC(=O)c2ccc(Cn3cc(Cl)cn3)o2)sc2c1CCC(C)C2 (centres undefined)	-10.7	5.2	-4.0	-0.8	-7.4	2.0	1.5	700.4	-12.2	-2.1	0.4
O=C(NC1CCCN(Cc2ccc(Cl)cc2)C1)c1cnc2ccccn2c1=O (centres undefined)	-9.3	1.1	-11.4	-7.3	-0.8	-2.2	-18.9	-2.0	-19.7	·	0.3
O=C(O)C1CC=CCC1C(=O)Nc1ccccc1 (centres undefined)	-2.3	-4.5	9.2	0.4	0.2	1.0	·	-6.0	6.4	·	2.2
COc1ccc2c(C)cc3nncn3c2c1	-17.1	1.0	-4.8	-0.9	-2.7	0.3	-18.6	355.4	-9.0	·	1.3
O=C(Nc1ccc(C(F)(F)F)cc1)N1CCN(c2ccnc3cc(Cl)ccc23)CC1	?	·	·	0.4	-9.6	4.5	-1.9	43.2	-1.6	-0.9	-0.3
COC(=O)c1ccccc1NC(=O)Nc1cc(C(C)(C)C)on1	2.0	4.0	-0.7	-0.5	13.1	2.6	6.6	180.3	-10.0	-2.5	0.9
O=C(Nc1ccccc1)OCc1cn(-c2ccc(Cl)cc2)nn1	0.4	-1.5	-3.8	-0.2	1.4	0.8	-1.5	-7.2	-6.6	-3.0	1.3
O=C(CSc1nncs1)NC(=O)NC1CCCC1	-3.9	0.7	-10.7	-2.9	-3.1	2.2	-14.5	1.0	-6.1	-4.4	1.3
O=C(c1ccccc1)N1CCN(c2ccc([N+](=O)[O-])c(NCc3ccco3)c2)CC1	-0.8	-0.5	0.9	-0.9	9.9	3.9	-48.9	8.2	4.1	·	0.9
Cc1nc(C(=O)N2CCCC(C(=O)c3cccc(OC(C)C)c3)C2)cs1 (centres undefined)	-6.0	2.4	-8.0	1.8	·	7.8	7.3	11.6	5.7	3.0	-0.5
CC1(c2cccc(Br)c2)NC(=O)N(CC(=O)NCC2CCCO2)C1=O (centres undefined)	8.6	1.4	-6.8	-0.2	3.9	2.6	-14.4	-8.4	-12.9	-1.6	2.9
CCOC(=O)[C@H]1[C@H]2COc3ccc(OC)cc3[C@@H]2N2C(=O)c3cc(OC)ccc3NC(=O)[C@@]12C	-2.0	1.0	-8.3	0.1	5.7	1.0	-10.7	-4.8	0.9	·	1.1
COc1cccc(NC(=O)c2nn(C)c3c2CS(=O)(=O)c2ccccc2-3)c1	0.0	-2.5	-8.9	-3.4	-4.6	-1.6	19.4	-7.3	-14.1	-3.3	-0.7
C#CCCCCCCCCC(=O)NCCCC	-5.0	3.5	-4.9	-3.4	8.7	1.9	2.5	3.3	-10.3	-2.6	0.0
Cc1ccc(NC(=O)c2nc[nH]c2C(=O)NCCCNC(=O)c2[nH]cnc2C(=O)Nc2ccc(C)cc2)cc1	9.5	-0.5	-0.2	-1.3	-7.0	-3.8	-10.8	7.7	-8.1	·	0.1
COc1ccc(N(C(=O)c2cccnc2)S(=O)(=O)c2ccc3c(c2)n(C)c(=O)n3C)cc1	-6.4	-4.8	0.8	-1.9	1.6	2.6	15.5	-28.4	-9.9	0.3	0.2
Cc1ccccc1NC(=O)NC1(C(=O)N2CCOCC2)CCCCC1	-7.3	2.5	-6.9	0.6	-0.7	-3.2	-10.3	·	-8.6	6.2	2.2
Cc1[nH]c2ccccc2c1/C=N/NC(=S)NC(C)C	-8.9	-3.6	-8.3	0.6	13.5	-2.6	·	-18.4	11.5	4.2	-1.8
CC(=O)c1ccc(N2CCN(CC(=O)N(CC(C)C)c3c(N)n(CC(C)C)c(=O)[nH]c3=O)CC2)cc1	-5.9	5.0	-3.1	-2.8	4.9	-2.6	6.8	-0.4	-8.3	-0.2	1.2

Later entries.
SMILES	dFosB act	RTF Ca sens act	Cardiac RTF inh	CDK5 inh	Rtt109 HAT inh	Keap1-Nrf2 PPI	PfHsp90 set2	SUMO Mot1 rescue	PvdQ inh	NSD2 HMT inh	LANA DNA inh
COc1ccc(-c2cc(C(F)(F)F)n3nc(C(=O)N4CCN5CCCC5C4)cc3n2)cc1OC (centres undefined)	-13.1	-5.0	-2.8	0.3	-2.5	0.3	-9.2	-0.8	-2.9	-3.2	0.4
O=C(/C=C(O)/C=C/c1ccc(O)cc1)/C=C/c1ccc(O)cc1	-47.2	40.2*	-193.2	0.6	-21.0	-23.8	1.7	12.5	-2.7	·	-3.5
CN(C)C(CNC(=O)c1cc(S(=O)(=O)N2CCOCC2)ccc1Cl)c1cccs1 (centres undefined)	0.5	-5.5	-0.9	-0.3	4.7	-1.3	-10.6	·	-12.1	-2.2	-0.7
CCCC1=C(C(=O)OCC)C(c2ccc(F)cc2)n2ncnc2N1 (centres undefined)	3.2	1.2	0.8	1.4	11.8	-5.5	15.5	-6.3	-17.6	0.5	1.2
Cc1cc(C)c2[nH]c(=O)c(CN(CC3CCCO3)S(=O)(=O)c3ccc4c(c3)OCCO4)cc2c1 (centres undefined)	-22.0	14.2	-2.6	0.3	11.6	-7.2	·	7.1	-8.8	0.1	1.9
CN(C)c1ccc(N=Nc2ccccc2C(=O)OCC(=O)N(C)c2ccccc2)cc1	-6.6	-0.7	-1.7	0.2	-0.3	4.6	12.2	-5.4	-5.4	9.5	0.9
O=C(c1ccc2ncsc2c1)N1CCN(c2ccccc2Cl)CC1	-6.7	-3.1	0.6	1.0	3.3	-0.3	11.5	·	-4.5	-5.7	1.8
Cc1ccc(S(=O)(=O)N2CCOCC2)cc1NC(=O)COC(=O)c1cc(=O)[nH]c2ccccc12	-8.7	3.9	-2.5	1.1	10.6	-2.0	-1.3	-1.7	6.6	-0.3	-2.0
CSc1sc(C(=O)NN)c2c1C(O)CCC2 (centres undefined)	-2.6	1.5	-1.2	-0.3	-1.4	2.2	9.3	-9.7	-5.3	·	-1.2
N#CC(C(=O)Nc1ccccc1)=C1CCCCC1	-5.8	2.9	-30.2	-1.6	0.6	3.1	-25.0	4.5	-4.5	-2.6	3.5
Cc1cc(C)c(C)c(S(=O)(=O)N2CCN(C(=O)c3ccncc3)CC2)c1C	-10.1	1.8	-4.3	1.5	-3.4	-0.9	-1.8	-5.3	-9.5	-1.7	0.5
COC(=O)CCN(Cc1ccccc1)S(=O)(=O)c1ccccc1Br	-1.7	2.0	-10.2	1.4	2.5	-3.2	18.3	·	-12.9	·	-2.5
O=C(NCCCn1ccnc1)C1CC(c2cccc(Br)c2)=NO1 (centres undefined)	-2.6	-2.6	-8.8	0.8	7.3	4.2	15.7	-1.8	-7.4	·	0.2
Cc1ccc(Cl)cc1NC(=O)CN1CCN(C(=O)C2CCCO2)CC1 (centres undefined)	-4.0	4.2	-12.0	-0.1	-1.6	1.4	15.0	-10.4	-3.0	1.8	0.2
O=C(CSc1nc(=O)n(CCCN2CCOCC2)c2c1CCCC2)Nc1ccc(Cl)cc1	-2.8	-10.2	-6.4	-1.4	6.3	2.1	-15.2	-9.2	-5.8	·	1.0
Nc1nnc(/C=C/c2ccccc2)s1	0.6	-4.1	-3.2	0.7	-1.3	1.8	14.8	8.9	-4.9	-0.3	3.1
c1ccc(-c2csc(N3CCOCC3)n2)cc1	-3.8	-0.8	-9.2	-0.1	9.3	0.4	11.0	17.5	-1.5	5.0	-1.4
O=C1CN(C(=O)COC(=O)C2CC(=O)N(Cc3ccco3)C2)c2ccccc2N1 (centres undefined)	-0.3	0.3	-1.6	-0.8	1.8	-4.8	11.3	4.9	-13.5	-0.1	1.9
O=C(CCC(F)(F)F)N1CCCC(CO)(CCc2ccccc2)C1 (centres undefined)	-5.8	1.3	-1.4	-0.5	2.6	-2.9	-2.8	737.6*	-7.8	1.0	-0.1
CC(=O)Nc1cccc(OCCCNC(=O)C2CCC2)c1	-5.3	-5.3	-6.7	2.0	-6.9	-7.2	-15.5	-4.1	-15.9	-0.4	-0.2
Clc1ccc(OCCN2CCCCC2)cc1Cl	-1.7	-0.9	-4.6	·	-9.0	-2.2	9.9	0.6	-11.4	1.7	-1.6
COc1ccc(/C=C/C(=O)OCC(=O)NCc2ccco2)c(OC)c1	-3.2	-1.3	0.5	0.6	-2.8	-0.2	·	34.6	-0.2	-1.8	-0.1
CCCCN(Cc1cc2cc(OC)ccc2[nH]c1=O)S(=O)(=O)c1ccc(C)cc1	-10.2	2.4	-1.6	0.3	-1.7	-2.8	7.7	-6.0	-13.9	·	-2.1
c1ccc(C(c2ccccc2)c2ccn[nH]2)cc1	1.1	6.1	-11.4	-1.2	·	0.2	-6.6	6.0	-9.7	-1.4	2.1
COc1cc(/C=C/C(=O)OC[C@H]2O[C@H](OC3(CO)OC(CO)C(O)C3O)[C@H](O)[C@@H](O)[C@@H]2O)ccc1O (some centres undefined)	-9.9	6.3	-7.6	0.4	5.3	-2.2	-9.8	-0.3	0.6	·	-1.5
CCOC(=O)C1CCCN(S(=O)(=O)CCNC(=O)c2ccccc2)C1 (centres undefined)	-7.0	-3.8	-2.9	1.7	3.8	-0.4	1.0	-16.2	8.0	-2.8	-0.9

Records above shown as hits in SUMO Mot1 rescue.
structure | dFosB act | CDK5 inh | Rtt109 HAT inh | Keap1-Nrf2 PPI | PfHsp90 set2 | SUMO Mot1 rescue | PvdQ inh | NSD2 HMT inh | LANA DNA inh
O=C(CCC(F)(F)F)N1CCCC(CO)(CCc2ccccc2)C1 (centres undefined) | -5.8 | -0.5 | 2.6 | -2.9 | -2.8 | 737.6* | -7.8 | 1.0 | -0.1
